UGM FP inh – M. tuberculosis UGM enzyme inhibitors, primary screen, biochemical, fluorescence polarization, single point | UDP-galactopyranose mutase (Mycobacterium tuberculosis (strain ATCC 25618 / H37Rv)), … | purified UGM, fluorescence polarization probe displacement | inhibition, % at 10 µM | 0.06% of 320,000 active; in the data active = inhibition above about 10%, passing the limit was not always enough
Target sequence (P9WIQ1 whole entry, looked up): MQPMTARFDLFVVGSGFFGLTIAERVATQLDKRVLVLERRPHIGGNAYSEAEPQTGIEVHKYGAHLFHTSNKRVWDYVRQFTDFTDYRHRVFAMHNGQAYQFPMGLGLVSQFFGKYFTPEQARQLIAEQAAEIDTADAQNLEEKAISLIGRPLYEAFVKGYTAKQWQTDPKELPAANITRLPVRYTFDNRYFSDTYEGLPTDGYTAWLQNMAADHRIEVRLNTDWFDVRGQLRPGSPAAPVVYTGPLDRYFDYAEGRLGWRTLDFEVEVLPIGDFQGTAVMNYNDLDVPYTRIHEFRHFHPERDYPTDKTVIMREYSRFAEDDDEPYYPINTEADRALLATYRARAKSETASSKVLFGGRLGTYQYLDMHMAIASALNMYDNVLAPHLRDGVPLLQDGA
Yp Topo-I inh – Yersinia pestis topoisomerase I inhibitors, primary screen, biochemical, cleavage product accumulation, plate reader, single point. Y. pestis Topo-I cleavage product accumulation. activity, % at 10 µM. 0.064% of 360,000 active. AID 504884, 2011; in the data active = activity above about 50%, passing the limit was not always enough; also: inactives centre near 2
GDH-TPI counter – GDH-TPI coupling enzyme inhibitors, primary screen, artefact control for M. tuberculosis FBA inhibitor project, biochemical, absorbance, full deck | GDH-TPI coupled enzyme counterscreen, NADH absorbance | inhibition, % at 4.8 µM | 1.2% of 360,000 active | AID 588335, 2011; in the data active = inhibition above about 30%;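 also: 0% = DMSO wells and 100% = wells lacking the enzyme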
TcdB inh – TcdB glycohydrolase inhibitors, primary screen, biochemical, single point, plate reader; 0.24% of 350,000 active; AID 652162, 2013; TcdB glycohydrolase enzymatic assay; inhibition, % at 9.99 µM; in the data active = inhibition above about 10%
Mtb BioA inh – M. tuberculosis BioA enzyme inhibitors, primary screen, biochemical, plate reader, single point, HTS; 7,8-diaminopelargonic acid synthase BioA (Mycobacterium tuberculosis); purified M. tuberculosis BioA enzyme; inhibition, % at 9.99 µM; 0.096% of 360,000 active; in the data active = inhibition above about 40%
Vc quorum ag – inducers of Vibrio cholerae quorum light production without autoinducers, primary screen, BH1578 luxS cqsA deficient, single point; activation, % at 18.7 µM; AID 588436, 2011; V. cholerae BH1578 lux reporter, luminescence, 6 h; 0.16% of 350,000 active; in the data active = activation mostly above about 9.7%, no sharp cut-off; also: not every result past the cut was called active; inactives centre near 0; reference of the scale not given here
FBA Mtb inh – Mtb FBA enzyme inhibitors, primary screen, biochemical, fluorescence, strain H37Rv. Fructose-bisphosphate aldolase (Mycobacterium tuberculosis (strain ATCC 25618 / H37Rv)), …. purified M. tuberculosis FBA, fluorescence read-out. inhibition, % at 1 µM. 2.3% of 360,000 active. AID 588726, 2011; in the data active = inhibition above about 27%;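 also: 0% = vehicle and 100% = reference inhibitor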
Target sequence (P9WQA3 whole entry, looked up): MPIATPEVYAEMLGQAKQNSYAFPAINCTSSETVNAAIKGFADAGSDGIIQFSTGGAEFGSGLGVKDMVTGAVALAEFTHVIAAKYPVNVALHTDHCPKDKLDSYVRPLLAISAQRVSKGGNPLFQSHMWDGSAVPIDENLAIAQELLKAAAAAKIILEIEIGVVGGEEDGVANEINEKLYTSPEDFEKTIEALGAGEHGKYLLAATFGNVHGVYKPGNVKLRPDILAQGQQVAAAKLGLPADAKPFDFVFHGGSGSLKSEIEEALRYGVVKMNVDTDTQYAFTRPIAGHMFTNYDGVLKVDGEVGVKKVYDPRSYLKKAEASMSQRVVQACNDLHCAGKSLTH
FadD28 binding – inhibitors of FadD28 bisubstrate probe binding, primary screen, biochemical, fluorescence polarization, single point; Mycobacterium tuberculosis FadD28 fatty-acid-AMP ligase; inhibition, % at 12.5 µM; 0.22% of 360,000 active; AID 588549, 2011; in the data active = inhibition above about 8.5%, passing the limit was not always enough
PfHsp40 yeast – rescue of yeast from PfHsp40 toxicity, primary screen, S. cerevisiae, ATP luminescence | S. cerevisiae expressing PfHsp40, growth rescue | growth rescue, % at 12.5 µM | 0.68% of 340,000 active; in the data active = growth rescue above about 28%, passing the limit was not always enough;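 also: yeast W303a lacking pdr1 and pdr3 grown in galactose medium; growth measured after three days at 30 °C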
Active calls of the source: *; i = inactive; . = no result given; & = joins results of further samples. Outcome played no part in choosing rows; 4.6% or so of the library scored in one or more.

SMILES | UGM FP inh | Yp Topo-I inh | GDH-TPI counter | TcdB inh | Mtb BioA inh | Vc quorum ag | FBA Mtb inh | FadD28 binding | PfHsp40 yeast
CCc1ccccc1Cn1c(=O)oc2cccnc21 | -0.9 | -3 | -7 | 0.3 | . | -0.5 | 40* | -3.0 | 5.0
Cc1cc(C)n(C(=O)/C(C#N)=N\Nc2ccccc2[N+](=O)[O-])n1 | -0.6 | -1 | 7 | 0.3 | . | -0.3 | 4 | -0.2 | 0.5
Cc1ccc2c(c1)c1c(n2CC(O)CN2CCCCC2C)CCCC1 (stereo unspecified) | -0.8 | 0 | -6 | -0.4 | 1.7 | i | 11 | -1.3 | 1.9
COC(=O)c1ccc2c(c1)c(C#Cc1ccccc1)c(-c1ccccc1)n2C | . | -9 | -5 | 1.4 | -0.2 | i | 40* | -3.9 | 0.9
Cc1c(C(=O)N2CCN(c3ccccc3)CC2)sc2nc3n(c(=O)c12)CCC3 | -2.2 | -2 | -5 | -2.0 | . | -0.7 | -3 | -3.1 | -0.1
O=C(CSC1=NCCS1)Nc1ccc(F)cc1 | -0.6 | 3 | -2 | 0.3 | -2.7 | i | 3 | -2.7 | 2.2
CN1CCN(c2ccc(NC(=O)c3ccc(Oc4ccccc4)cc3)cc2)CC1 | 4.2 | -33 | 8 | 0.6 | -0.7 | -0.5 | -1 | -3.8 | -0.7
CCOC(=O)N1CCN(c2nc(-c3ccc(OC)cc3)no2)CC1 | 0.2 | 13 | 8 | . | 0.0 | i | -1 | 0.3 | 0.7
CCN1CCN(c2cc(C)nc(-c3ccccc3O)n2)CC1 | -2.2 | -11 | 4 | -0.1 | 0.7 | i | -3 | -3.0 | -0.2
CCOC(=O)c1c(NC(=O)C2(C)Cc3ccccc3C(=O)O2)sc2c1CCCC2 (stereo unspecified) | 1.0 | 27 | 6 | 0.1 | -2.6 | -0.7 | 1 | -4.5 | 1.9
CC(C)OC(=O)CC1C(=O)NCCN1C(=S)NC(=O)c1ccccc1Cl (stereo unspecified) | 1.3 | -1 | 7 | 0.9 | 0.1 | 6.2 | 0 | -1.4 | 1.0
CCCOc1cccc(C2C(C(=O)c3ccco3)=C(O)C(=O)N2CCN(CC)CC)c1 (stereo unspecified) | -2.0 | -3 | 12 | . | -0.9 | 0.6 | 2 | 0.9 | -0.9
O=C(CSc1c2c(nc3cc(Cl)ccc13)CCCC2)NCCN1CCOCC1 | -1.1 | -3 | 3 | 1.5 | . | i | 1 | -4.4 | -0.7
Cc1ccc(NC(=O)COC(=O)Cc2ccsc2)cc1S(=O)(=O)N(C)C | -0.2 | 7 | 5 | 1.0 | 2.4 | -1.5 | -1 | 1.0 | 1.3
OCCN(Cc1ccccc1)C(=S)NC1CCCCC1 | 3.2 | -10 | -6 | 2.1 | . | 0.3 | -11 | -3.4 | -0.9
O=C(NCC1CCCCC1)C1CCCN(C(=O)NC2CCCCC2)C1 (stereo unspecified) | 3.9 | 0 | 12 | . | -1.8 | -0.7 | -1 | -2.3 | 1.3
CCc1cc2c3c(c1)C1(C(=O)N3C(C)(C)C=C2C)C(C#N)=C(N)Oc2[nH]c(=O)[nH]c(=O)c21 (stereo unspecified) | -1.1 | 5 | -2 | -0.2 | 2.3 | -0.2 | 2 | -2.0 | 6.5
C=CCn1c(SCC(=O)Nc2ccc(NC(=O)c3ccco3)c(OC)c2)nnc1-c1ccncc1 | 3.1 | 4 | 8 | . | -1.5 | -0.3 | -1 | -2.4 | 1.7
CC(=O)OC[C@]1(OC(C)=O)C[C@@]23CC[C@H]4[C@@](C)(CCC[C@@]4(C)C(=O)O)[C@@H]2CC[C@@H]1C3 | 1.9 | 7 | -3 | -0.7 | -0.6 | i | -1 | -2.9 | -1.4
Cc1c(C(=O)OCC(C)C)[nH]c2c1C(=O)CC(c1ccco1)C2 (stereo unspecified) | -0.8 | -7 | 8 | 1.1 | -1.9 | -0.4 | 4 | -0.4 | -0.2
CCN(CC)c1ccc(/C=N/NC(=O)c2c(Cl)cnn2C)c(O)c1 | -0.6 | -3 | 17 | . | . | -0.2 | 8 | -1.6 | 546*
Cc1nc(SCc2nc3ccc([N+](=O)[O-])cc3[nH]2)c2oc3ccccc3c2n1 | 3.9 | 0 | 19 | 0.1 | -1.7 | -0.4 | 5 | -1.4 | 0.7
Cc1ccc(N2CCN(CCCN3C(=O)C4CCCN4C3=O)CC2)cc1 (stereo unspecified) | 3.8 | -3 | -9 | 2.4 | . | -0.4 | -2 | 0.1 | -0.2
COc1ccc(NC(=O)/C=C/c2ccc3c(c2)OCO3)cc1 | 1.5 | -1 | 3 | 0.7 | . | i | -4 | -0.7 | -0.7
COc1ccc(-c2csc(/N=C/N(C)C)n2)cc1OC | 1.4 | 8 | 12 | 0.9 | . | -0.5 | -1 | -3.6 | 0.2
(cont.)
SMILES | UGM FP inh | Yp Topo-I inh | GDH-TPI counter | TcdB inh | Mtb BioA inh | Vc quorum ag | FBA Mtb inh | FadD28 binding | PfHsp40 yeast
CC[C@H](C)[C@@H](C(=O)N1CCNCC1)n1cc([C@@H](N)Cc2ccc(O)cc2)nn1 | -4.6 | 5 | 9 | 1.2 | 0.5 | -0.5 | 1 | -1.5 | -1.6
COC(=O)c1ccc(-c2ccco2)n1Cc1cc(C)ccc1C | -2.2 | -5 | 10 | . | . | i | -5 | -1.8 | 0.2
NCCCC(=O)OC1N=C(c2ccccc2Cl)c2cc(Br)ccc2NC1=O (stereo unspecified) | -1.6 | -2 | -4 | 0.5 | 1.1 | -0.1 | 3 | -2.8 | -0.4
Cc1cccc(C(=O)N[C@H](C(=O)Nc2ccc(C)c(S(=O)(=O)N(C)C)c2)C(C)C)c1 | -2.8 | 19 | -3 | 1.6 | . | -0.4 | -2 | -0.4 | 0.6
C/C=C\C=C/C(=O)Nc1cccc(C2=NOC3(C2)C[C@@H](C(N)=O)N(C(=O)/C=C/C=C\C)C3)c1 (stereo partly specified) | -1.6 | 5 | 2 | . | -4.0 | i | 2 | -4.4 | -0.3
COc1cc(NS(=O)(=O)c2ccc(C)cc2C)cc(OC)c1OC | 0.0 | -3 | -4 | . | 1.5 | i | 0 | -4.5 | -0.4
OC(CN1C2=NCCN2c2ccccc21)c1ccccc1 (stereo unspecified) | -1.0 | -7 | 7 | 0.4 | -3.5 | i | 1 | -0.6 | 0.4
Cc1ccc(C(=O)NCc2cccnc2)cc1S(=O)(=O)Nc1ccccc1 | 0.2 | 0 | 0 | 6.2 | -0.1 | 0.0 | 4 | -1.2 | -0.5
Cc1cccc(COc2ccc(/C=N/NC(=O)c3nnn(-c4nonc4N)c3COc3ccc(F)cc3)cc2)c1 | 0.4 | 5 | 10 | 0.6 | -1.1 | -0.4 | -5 | -0.8 | 0.0
COC(=O)COc1ccc(-c2nccc(-c3ccccn3)n2)cc1 | 0.9 | 13 | -9 | -0.1 | 0.1 | -0.4 | 0 | -2.6 | -0.8
Cc1ccccc1N1CC(=O)Nc2c(oc3nc(-c4ccccc4)cc(C)c23)C1=O | 1.3 | -15 | 22 | -0.8 | . | i | -3 | -2.9 | 0.8
CCCc1nc2oc3c(Cl)ncnc3c2c2c1CCCC2 | 0.1 | -4 | 3 | 1.0 | 0.8 | i | 2 | -2.6 | 0.5
Cc1nn(C(C)C(=O)NCC2CCCO2)c(C)c1[N+](=O)[O-] (stereo unspecified) | 1.2 | -5 | 5 | 0.2 | . | -0.5 | 1 | -2.2 | 0.3
Cc1cccnc1NC(=O)CNC(=O)C12CC3CC(CC(Cl)(C3)C1)C2 | 0.4 | -11 | 11 | 2.8 | . | i | 2 | 0.4 | 1.1
CC(C)c1ccc(S(=O)(=O)N2CCN(C(=O)CCNC(=O)Nc3ccccc3)CC2)cc1 | . | 21 | -4 | 1.4 | 1.4 | 0.0 | 0 | -1.7 | 0.8
COc1ccc(/C=C/c2nc(-c3ccccc3)cc(=O)[nH]2)cc1 | 1.5 | 20 | 19 | 1.3 | . | -2.1 | 4 | 0.5 | -0.2
O=C1c2oc3ccccc3c(=O)c2C(c2cccc(F)c2)N1CCCO (stereo unspecified) | -1.6 | 8 | -4 | . | -1.2 | i | 6 | 1.6 | -1.4
CCCCn1c(N)c(N(Cc2ccccc2OC)C(=O)C(C)Oc2ccc(Cl)cc2)c(=O)[nH]c1=O (stereo unspecified) | 5.2 | 0 | 4 | 1.6 | -1.3 | -0.3 | 6 | -1.4 | -0.2
O=C(NCC1CCCO1)c1cc(-c2ccc(Cl)cc2Cl)on1 (stereo unspecified) | 0.8 | 23 | -5 | . | -0.2 | i | -3 | -4.2 | -0.1
CC(=O)Nc1ccccc1NC(=O)COc1cccc2ccccc12 | 0.9 | 6 | 4 | 1.4 | 1.1 | -1.6 | 1 | -0.3 | 0.6
Cn1c(=O)c2c(ncn2CC(=O)Nc2nccs2)n(C)c1=O | -1.1 | -1 | 5 | 0.3 | -1.8 | i | 0 | 0.2 | 5.7
CC(C)NC(=O)c1cnn2c1NC(c1cccs1)CC2C(F)(F)F (stereo unspecified) | 1.0 | 1 | 8 | . | . | -0.3 | 2 | -0.8 | -0.9
COc1cc2cnc(Cl)nc2cc1OC | 3.0 | 0 | 12 | . | -1.3 | -4.1 | 6 | 0.9 | 0.5
C[C@@H]1CN([C@H](C)CO)C(=O)CCCn2cc(nn2)CO[C@H]1CN(C)S(C)(=O)=O | . | 8 | -1 | 0.5&-1.2&0.0 | -1.1&-2.0&-0.7 | i | 2 | 1.1 | .
O=C(Nc1ccc2oc(-c3cccc4ccccc34)nc2c1)c1ncn[nH]1 | 2.9 | 3 | 36* | . | 0.8 | i | 66* | -1.3 | -0.6
O=C(C[C@H]1C[C@H](C(=O)N2CCCCC2)[C@@]2(CCc3ccccc3)c3[nH]c4ccc(Cl)cc4c3CCN2C1=O)NCc1cccc(C(F)(F)F)c1 | . | 5 | -12 | 1.4 | -0.7 | i | 1 | -3.0 | -1.2
CCN(CC(=O)NCCCN1CCOCC1)S(=O)(=O)c1cc(Cl)ccc1Cl | 0.2 | 3 | 1 | 2.6 | -2.3 | -0.3 | 0 | 0.6 | 0.9
Cc1ccc(S(=O)(=O)N(C)C)cc1NC(=O)CSc1nc2ccccc2[nH]1 | -2.4 | -6 | 4 | . | . | i | 1 | -2.3 | 0.6
CCCCNCc1cc(Br)c(OCc2cccs2)c(OC)c1 | 1.3 | -13 | 10 | . | . | 0.1 | -5 | -6.6 | -1.5

Some of the entries above, reformatted.
Below each SMILES – UGM FP inh | Yp Topo-I inh | GDH-TPI counter | TcdB inh | Mtb BioA inh | Vc quorum ag | FBA Mtb inh | FadD28 binding | PfHsp40 yeast
- CC[C@H](C)[C@@H](C(=O)N1CCNCC1)n1cc([C@@H](N)Cc2ccc(O)cc2)nn1
→ -4.6 | 5 | 9 | 1.2 | 0.5 | -0.5 | 1 | -1.5 | -1.6
- COC(=O)c1ccc(-c2ccco2)n1Cc1cc(C)ccc1C
→ -2.2 | -5 | 10 | . | . | i | -5 | -1.8 | 0.2
- NCCCC(=O)OC1N=C(c2ccccc2Cl)c2cc(Br)ccc2NC1=O (stereo unspecified)
→ -1.6 | -2 | -4 | 0.5 | 1.1 | -0.1 | 3 | -2.8 | -0.4
- Cc1cccc(C(=O)N[C@H](C(=O)Nc2ccc(C)c(S(=O)(=O)N(C)C)c2)C(C)C)c1
→ -2.8 | 19 | -3 | 1.6 | . | -0.4 | -2 | -0.4 | 0.6
- C/C=C\C=C/C(=O)Nc1cccc(C2=NOC3(C2)C[C@@H](C(N)=O)N(C(=O)/C=C/C=C\C)C3)c1 (stereo partly specified)
→ -1.6 | 5 | 2 | . | -4.0 | i | 2 | -4.4 | -0.3
- COc1cc(NS(=O)(=O)c2ccc(C)cc2C)cc(OC)c1OC
→ 0.0 | -3 | -4 | . | 1.5 | i | 0 | -4.5 | -0.4
- OC(CN1C2=NCCN2c2ccccc21)c1ccccc1 (stereo unspecified)
→ -1.0 | -7 | 7 | 0.4 | -3.5 | i | 1 | -0.6 | 0.4

Bioassay records from PubChem.
